FUS yeast rescue – suppressors of FUS proteinopathy in yeast; S. cerevisiae FUS-expressing, growth rescue, OD600, 24 h; Potency, µM (highest dose often 76.6 µM), for the others: at the top dose growth rescue (activation), most hits filed as activators; actives 0.24% (n = 390,000);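 further: potency means the concentration at half of the fitted maximal effect; plate controls were DMSO vehicle for no effect and reference control for full effect; nearly all actives have a fitted effect of over 55% in size; some results filed as inactive show a strong effect at the top dose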
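Steps: raffinose overnight preculture; dilution to OD 0.005 in 2% galactose minimal medium; compound addition (concentration series); 24hr at 30C, 99% humidity; absorbance read at 600 nm.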
PI5P4Ka inh – blocks human PI5P4K alpha kinase activity. PI5P4Kalpha enzyme, ADP-Glo luminescence, 60 min; stronger effect = lower value. max response, %. actives 1.2% (n = 330,000). AID 652105; active means max response of -50% or lower; inconclusive means between -30% and -50%; inactive means -30% or higher; further: value at the top dose of about 77 µM; on the % scale 0 is the no-effect control and ±100 the full control effect
Target sequence (P48426 whole entry, looked up): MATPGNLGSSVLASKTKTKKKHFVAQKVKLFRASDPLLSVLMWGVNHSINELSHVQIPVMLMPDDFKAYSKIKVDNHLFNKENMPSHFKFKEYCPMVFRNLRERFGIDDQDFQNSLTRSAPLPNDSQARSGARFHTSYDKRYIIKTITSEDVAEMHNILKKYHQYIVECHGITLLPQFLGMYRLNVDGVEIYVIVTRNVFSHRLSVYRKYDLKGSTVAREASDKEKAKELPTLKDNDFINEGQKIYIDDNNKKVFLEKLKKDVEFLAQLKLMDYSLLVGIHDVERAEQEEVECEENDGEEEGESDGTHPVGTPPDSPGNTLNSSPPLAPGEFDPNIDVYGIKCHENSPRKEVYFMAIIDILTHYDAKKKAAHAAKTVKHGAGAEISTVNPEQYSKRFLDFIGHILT
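Quantitative HTS of the MLSMR library against PI5P4Kalpha with substrate. ATP added last at 5 microM final; room temperature, 60 minutes. Remaining ATP depleted, ADP converted and read as luminescence.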
EPAC1 antagonist – antagonists of human EPAC1; O95398; AID 720709; Potency, µM (doses to about 115 µM), inactives show at the highest dose activity change, negative = inhibition, usual class: inhibitors; EPAC1 GEF assay, Rap1b-BODIPY-GDP exchange fluorescence; actives 0.14% (n = 360,000);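 further: potency means the concentration at half of the fitted maximal effect; plate controls were vehicle for no effect and positive control for full effect; nearly all actives have a fitted effect of over 50% in size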
IL-2 act – activators of IL-2; IL-2 activation reporter assay, cell-based qHTS; stimulated with anti-CD3/CD4/CD28 beads; in transgenic mouse T cells; activation, % (series mostly up to about 46 µM); actives 0.065% (n = 360,000); AID 652025; in the data active means activation above about 50%; inconclusive means mostly about 30% to 49%; further: 0% is about no effect
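Unstimulated transgenic mouse T cells; 60-min compound exposure; bead-based TCR/CD4/CD28 stimulation; 18 h culture, 37 degrees C; dual fluorescence (EGFP, DsRed) plate cytometry.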
EPAC1 agonist – EPAC1 (human) agonism. O95398. EPAC1 agonist qHTS, biochemical assay; response scale: 100% = response to 6.5 mM cAMP. Potency, µM (top dose mostly 154 µM), inactives show top-dose activation, actives largely listed as activators. actives 0.073% (n = 360,000). AID 720707; further: potency means the concentration at half of the fitted maximal effect; nearly all actives have a fitted effect of over 60% in size
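Fluorescent GDP-exchange assay: 100 nM EPAC1 with 250 nM Rap1B preloaded with BODIPY-GDP and 50 uM GDP; compounds tested as concentration series, 5 min at room temperature, then read every 5 min for 30 min (ex 480/em 540 nm); normalized to 6.5 mM cAMP.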
PLK1 PBD inh – PLK1 (human) polo-box domain binding inhibition; actives 2.8% (n = 360,000); AID 720504; P53350; Plk1 PBD binding of FITC phosphopeptide, fluorescence polarization; Potency, µM, for inactives: max response, negative = inhibition, usual class: inhibitors; further: potency means the concentration at half of the fitted maximal effect; series mostly up to about 57 µM; on the % scale 0 is the no-effect control and ±100 the full control effect; nearly all actives have a fitted effect of over 65% in size
Target sequence (P53350 whole entry, looked up, the tested form may be a part): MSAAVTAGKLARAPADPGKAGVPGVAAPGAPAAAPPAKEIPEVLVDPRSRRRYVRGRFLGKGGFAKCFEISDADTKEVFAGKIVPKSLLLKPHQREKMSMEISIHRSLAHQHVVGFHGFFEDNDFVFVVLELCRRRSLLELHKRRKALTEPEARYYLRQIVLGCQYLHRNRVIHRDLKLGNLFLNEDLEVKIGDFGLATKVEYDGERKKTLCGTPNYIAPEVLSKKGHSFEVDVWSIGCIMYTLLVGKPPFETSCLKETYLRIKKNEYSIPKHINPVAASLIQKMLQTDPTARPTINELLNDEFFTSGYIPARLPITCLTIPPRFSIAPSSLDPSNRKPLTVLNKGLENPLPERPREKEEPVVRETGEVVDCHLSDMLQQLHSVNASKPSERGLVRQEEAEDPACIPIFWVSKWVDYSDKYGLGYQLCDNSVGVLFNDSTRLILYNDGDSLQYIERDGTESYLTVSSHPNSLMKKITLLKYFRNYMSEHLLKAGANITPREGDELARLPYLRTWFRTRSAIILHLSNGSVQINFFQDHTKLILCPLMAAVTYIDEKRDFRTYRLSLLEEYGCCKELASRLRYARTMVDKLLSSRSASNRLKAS
Abeta yeast res – A-beta toxicity reversal in yeast. yeast expressing A-beta42, growth rescue, OD600, 48 h; response scale: 0% DMSO, 100% iron-clioquinol control. Potency, µM (titrated, usually from 46.1 µM), inactives show at the highest dose growth rescue, actives largely listed as activators. actives 0.063% (n = 410,000); further: potency means the concentration at half of the fitted maximal effect; nearly all actives have a fitted effect of over 55% in size
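Growth rescue measured by 600 nm absorbance after 48 h yeast culture at 30 C with compound. Values normalized between DMSO and an equimolar ferric chloride plus clioquinol control.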
WRN helicase inh – inhibitors of human WRN helicase | Q14191 | WRN helicase unwinding, fluorescent forked duplex, kinetic | Potency, µM (top dose mostly 114 µM), inactives show top-dose activity change, negative = inhibition, usual class: inhibitors | actives 0.46% (n = 360,000) | AID 651768; further: potency means the concentration at half of the fitted maximal effect; on the % scale 0 is the no-effect control and ±100 the full control effect; nearly all actives have a fitted effect of over 55% in size
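Fluorescence dequenching readout, ex 525 nm/em 598 nm, kinetic mode: forked duplex DNA (100 nM final) with adjacent fluorophore and quencher unwound by WRN (20 nM final) with 2 mM ATP. Compound preincubation 15 min, room temperature.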
* hit, by the source's call; u = inconclusive; x = not tested or not shown; & = joins results of further samples; [ ] = dose if it differs, or a comment. Unless noted, the call rests on the fitted dose curve; in most records, active means well fitted curve in the direction sought with a large enough effect; inconclusive means small, poorly fitted or top-dose-only effect, or another doubt; inactive means no such curve, though single readings can be large; an effect the other way counts as inactive or inconclusive. Not a hit list. Share with any hit: about 4.1%.

item	molecule	FUS yeast rescue	PI5P4Ka inh	EPAC1 antagonist	IL-2 act	EPAC1 agonist	PLK1 PBD inh	Abeta yeast res	WRN helicase inh
1	CSc1ccccc1NC(=O)CN1CCN(S(=O)(=O)c2ccccc2[N+](=O)[O-])CC1	x	1	1%	-4.9	12%	4%	6%	0%
2	Cc1ccc(C(C)NC(=O)c2cccs2)cc1C (stereo not drawn)	8%	-1	u	-0.4	8%	-25%	17%	5%
3	Cc1nn(CC(=O)NC(C)c2ccccc2)c(=O)c2ccccc12 (stereo not drawn)	5%	-2	9%	-2.7	-8%	0%	-7%	14%
4	CCC(C)NC(=O)C1CCN(S(=O)(=O)c2ccc(Br)s2)CC1 (stereo not drawn)	2%	5	-4%	-1.5	-4%	-3%	9%	5%
5	CCOC(=O)[C@H]1[C@H]2COc3ccc(Cl)cc3[C@@H]2N2C(=O)c3ccccc3NC(=O)[C@@]12C	-30%	-6	9%	0.0	6%	2%	3%	4%
6	NNC(=O)c1cn2ccccc2n1	10%	-1	17%	1.9	1%	-4%	9%	-1%
7	COc1ccc(OC)c(NC(=O)CC2SC(=NCc3ccccc3)NC2=O)c1 (stereo not drawn)	27%	-10	-1%	-2.0	-20%	-6%	-7%	-5%
8	CN1CCN(C(=O)c2cc3c(c(-c4cccc(-c5cc6ccccc6o5)c4)n2)[C@H](CCO)N(S(=O)C(C)(C)C)C3)CC1 (stereo partly drawn)	4%	-5	10%	1.7	-12%	-7%	-3%	11%
9	Cc1ccc(C(=C2C3C=CC2C2C(=O)NC(=O)C32)c2ccc(C)cc2)cc1 (stereo not drawn)	20%	x	-8%	-3.4	21%	-3%	0%	-6%
10	C=CCn1c(Cc2cccs2)nnc1SCC(=O)c1cccc(Br)c1	24%	u	0%	3.2	3%	u	6%	-16%
11	Cc1ccc(-n2c(O)c(/C=N/NC(=O)C3COc4ccccc4O3)c3ccccc3c2=O)cc1 (stereo not drawn)	43%	u	18%	-0.7	-2%	19%	-21%	-28%
12	O=C(CN1CCC(Cc2ccccc2)CC1)N1CCc2ccccc2C1	-11%	-11	-22%	-0.7	0%	27µM*	10%	-8%[57.1 µM]
13	COc1ccc(Cn2c(=O)[nH]c3cc(C(=O)N4CCN(c5ccccc5)CC4)ccc3c2=O)cc1	-23%&-6%	6	9%	-1.9	-2%	-4%	-4%&-18%	0%
14	CCC(C)(C(=O)NC1CCCCC1)N(Cc1cccs1)C(=O)c1ccccn1 (stereo not drawn)	-6%	1	6%	4.5	-3%	-1%	4%	-9%
15	O=C(COC(=O)c1ccccn1)Nc1ccccc1OC(F)F	28%	-2	7%	-1.5	-6%	-5%	2%	3%
16	CCC(NC(=O)C1CCCO1)c1ccccc1 (stereo not drawn)	-25%	-6	0%	1.3	3%	-3%	-2%	-21%
17	Cc1noc(C)c1S(=O)(=O)NC1CCN(Cc2ccccc2)CC1	-24%	-2	10%	-2.2	3%	-1%	12%	7%
18	CC(C)C(=O)Nc1nc(-c2ccc3c(c2)CCN3C(=O)C2CC2)cs1	2%	-12	17%	1.6	-8%	1%	-3%	-3%
19	C[C@@H]1CN([C@@H](C)CO)C(=O)c2cc(Br)cnc2O[C@H]1CN(C)C(=O)C1CCCCC1	0%	-5	26%	-3.0	-12%	5%	-18%	6%
20	COc1cc(-c2nnc(NC(=O)CS(=O)(=O)c3ccc(Cl)cc3)o2)cc(OC)c1OC	15%	u	-10%	1.1	8%	-18%	3%	1%
21	COc1cccc(CN(C(=O)COc2ccccc2[N+](=O)[O-])C2CCS(=O)(=O)C2)c1 (stereo not drawn)	-3%	-20	-3%	1.2	1%	24µM*	2%	-11%
22	Cc1sc2ncn(CC(=O)OCC(=O)NC(C)(C)C)c(=O)c2c1C	21%	-1	2%	-1.8	-2%	-12%	9%	0%
23	O=C(NCc1nnc(SCC(=O)N2CCCC2)o1)c1ccccc1	1%	9	-6%	-2.7	12%	-5%	-11%	9%
24	COc1cc2c(cc1NC(=S)Nc1cccc(C(F)(F)F)c1)oc1ccccc12	-8%	0	-5%	2.3	10%	-7%	-13%	-2%
25	CN(C)/C=N/c1nc2nccc(-c3ccccn3)n2n1	-14%	3	3%	0.1	-4%	-9%	5%	1%
26	O=c1cc(NCc2ccccc2)c2ccccc2o1	-7%	0	4%	-1.5	-1%	1%	19%	-4%
27	Cc1cc(NC(=O)c2ccc(C)c([N+](=O)[O-])c2)no1	14%	-2	1%	-0.3	-7%	1%	-23%	2%
28	COc1cc(OC)c(C(=O)Nc2ccncc2)cc1OC	-19%	1	7%	0.5	4%	-3%	7%	5%
29	O=C1Cc2ccccc2C(c2c(Cl)cccc2Cl)N1 (stereo not drawn)	-2%	-3	-28%	-1.4	5%	4%	7%	-1%
30	COc1cccc(CNC(=O)CSc2cc(=O)n(C)c3ccccc23)c1	11%	3	2%	-4.1	4%	-2%	2%	-8%

Next part, overlapping the part above by 3 compounds.
item	molecule	FUS yeast rescue	PI5P4Ka inh	EPAC1 antagonist	IL-2 act	EPAC1 agonist	PLK1 PBD inh	Abeta yeast res	WRN helicase inh
28	COc1cc(OC)c(C(=O)Nc2ccncc2)cc1OC	-19%	1	7%	0.5	4%	-3%	7%	5%
29	O=C1Cc2ccccc2C(c2c(Cl)cccc2Cl)N1 (stereo not drawn)	-2%	-3	-28%	-1.4	5%	4%	7%	-1%
30	COc1cccc(CNC(=O)CSc2cc(=O)n(C)c3ccccc23)c1	11%	3	2%	-4.1	4%	-2%	2%	-8%
31	O=C(COc1ccc([N+](=O)[O-])cc1Cl)N(C1CCCCC1)C1CCS(=O)(=O)C1 (stereo not drawn)	10%	-3	-23%	-3.6	0%	-7%	-7%	-1%
32	C[C@H](CO)N1C[C@H](C)[C@H](CN(C)C(=O)Nc2ccc(F)cc2)OCc2ccccc2-c2c(n(C)c3ccccc23)C1=O	u	1	9%	-3.4	17%	-13%	-6%	11%
33	CCCc1c(C(=O)Nc2ccc(F)cc2)cnn1-c1ccccc1	10%	7	-30%	-1.2	-3%	-3%	-34%	-10%
34	CCN(CCCNC(=O)CCCCn1c(=O)[nH]c2ccccc2c1=O)c1ccccc1	5%	-3	-1%	-0.9	8%	-8%	-1%	1%
35	COC(=O)c1cn(Cc2c(C)cc(C)cc2C)nn1	x	-4	-27%	-0.4	-6%	0%	-1%	6%
36	CCOCC(O)CSCc1ccc(Cl)cc1 (stereo not drawn)	-1%	2	1%	-1.5	4%	-6%	22%	3%
37	CC(C)CCNC(=O)C(c1ccncc1)N(C(=O)Cn1nnc(-c2ccc(F)cc2)n1)c1ccccc1F (stereo not drawn)	8%	9	-22%	0.0	-15%	-1%	6%	2%
38	CCC(C(=O)OCC(=O)c1ccc(OC)cc1OC)c1ccccc1 (stereo not drawn)	24%	u	-28%	-0.4	16%	-4%	-9%	-24%
39	O=C(CCS(=O)(=O)c1ccc(Br)s1)NC1CCCC1	24%	x	-1%	-1.2	13%	-8%	-15%	0%
40	COc1cc(-c2nc(-c3ccc(NC(=O)c4ccc(Br)o4)cc3)no2)cc(OC)c1OC	10%	x	-8%	-2.2	0%	-3%	15%	-15%
41	O=C(NCc1ccccc1)C(c1ccc(F)cc1)N1CCN(C(=O)C2CCCO2)CC1 (stereo not drawn)	-3%	-2	-12%	-0.1	-6%	1%	-2%	-4%
42	COc1ccc(NS(=O)(=O)c2c(C)[nH]c(=O)[nH]c2=O)cc1OC	-8%	-4	1%	-0.5	9%	0%	-13%	-11%
43	COc1ccccc1-n1cc(-c2ccc(Br)cc2)[nH]c1=S	18%	-6	-6%	0.2	10%	-3%	u	-7%
44	CCc1ccc(CN(C)C(=O)CCc2nc3ccccc3n(-c3ccc(OC)cc3)c2=O)cc1	u	2	-17%	-0.5	10%	-1%	13%	-9%
45	CCOc1ccc(S(=O)(=O)N2CCN=C2c2ccccc2)c(C)c1C	15%	-1	-12%	-0.9	23%	-4%	18%	-20%
46	Cn1cnc(C(=O)NCc2ccc(CNC(=O)OC(C)(C)C)cc2)c1C(=O)NCc1ccc(CNC(=O)OC(C)(C)C)cc1	u	14	-24%	-4.8	-16%	-7%	7%	8%
47	CCOC(=O)N1CCN(C(=O)CS(=O)Cc2nc(-c3ccc(OC)c(OC)c3)oc2C)CC1 (stereo not drawn)	2%	-1	-6%	0.7	-3%	-15%	x	4%
48	O=C(NCc1ccc(OC(F)(F)F)cc1)c1cc(-c2ccccc2)nn1CC1CC(c2cccnc2)=NO1 (stereo not drawn)	36%	-2	-18%	-0.4	-19%	-5%	9%	-14%
49	Cn1c(-c2ccccc2)c[n+]2c1CCCCC2	-7%	3	-12%	-0.3	6%	-7%	15%	-2%
50	Cc1ccc(C(=O)OCC(=O)NC2CCCc3ccccc32)o1 (stereo not drawn)	x	3	-13%	-1.5	9%	0%	-6%	-13%
51	O=C(Nc1cccc(NC(=O)c2ccccc2[N+](=O)[O-])n1)c1ccccc1[N+](=O)[O-]	15%	-55*	11%	-1.4	-1%	2.7µM*	-22%	u
52	Cc1ccccc1CN1CC2=C(CCN(Cc3ccccc3)C2=O)N2CCN=C12	-11%	-3	-7%	0.4	-3%	-8%	-24%	-1%
53	CC1CCN(C(=O)c2ccccc2NS(=O)(=O)c2ccccc2)CC1	26%	9	14%	-3.0	-3%	-10%	22%	-35%
54	C/C(CCc1oc2ccccc2c1-c1ccc(C)o1)=N/O	18%	19	-2%	-0.1	3%	-17%	-16%	-20%

Along the list, from the results shown.
Compounds 36 to 40 in Abeta yeast res: 22%, 6%, -9%, -15%, 15%
Compounds 36 to 40 in PLK1 PBD inh: -6%, -1%, -4%, -8%, -3%
Compounds 36 to 40 in WRN helicase inh: 3%, 2%, -24%, 0%, -15%

High-throughput results as filed in PubChem BioAssay.
